Screening results: PubChem, The Scripps Research Institute Molecular Screening Center
CHRM1 agonist: activates human CHRM1 receptor; P11229; CHO-K1 hM1, Fluo-8 calcium fluorescence, agonist mode; 0% DMSO, 100% acetylcholine EC100; activation, % at 3 µM; actives 0.33% (n = 360,000);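 active = activation above the run's mean compound activation plus 3 SD, cut at about 16% in these data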;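 also: peak over basal fluorescence ratio within a 140 s kinetic read after compound addition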
Target sequence (P11229 whole entry, looked up): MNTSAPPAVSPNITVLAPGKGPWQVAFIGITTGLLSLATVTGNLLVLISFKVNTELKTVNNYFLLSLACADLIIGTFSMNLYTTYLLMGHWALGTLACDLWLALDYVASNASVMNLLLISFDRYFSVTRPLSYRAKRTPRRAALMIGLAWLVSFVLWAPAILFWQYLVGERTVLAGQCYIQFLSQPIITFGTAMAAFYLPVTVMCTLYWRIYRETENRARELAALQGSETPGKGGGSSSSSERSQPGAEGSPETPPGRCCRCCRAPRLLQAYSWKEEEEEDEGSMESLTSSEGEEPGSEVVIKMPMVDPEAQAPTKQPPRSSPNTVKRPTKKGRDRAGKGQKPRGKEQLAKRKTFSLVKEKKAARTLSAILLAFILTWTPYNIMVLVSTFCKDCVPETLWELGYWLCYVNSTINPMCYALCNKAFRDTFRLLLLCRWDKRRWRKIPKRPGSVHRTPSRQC
CHO-K1 Ca antag: M1 antagonist counterscreen hit in parental CHO-K1 cells; actives 0.6% (n = 360,000); inhibition, % at 3 µM; ATP-induced calcium, Fluo-8 fluorescence;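 active = inhibition above a per-plate cutoff, the plate's mean sample inhibition plus 3 SD, cut at about 24% in these data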;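 also: 0% = DMSO plus EC80 ATP and 100% = DMSO alone without ATP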
CHO parental Ca: counter-screen for OX1R antagonists: effect in parental CHO cells. actives 0.63% (n = 330,000). inhibition, % at 5.6 µM. AID 463079. parental CHO-K1, ATP-induced calcium, Fluo-8 fluorescence;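 active = inhibition above that plate's mean sample inhibition plus 3 SD, cut at about 26% in these data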;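 also: 0% = ATP-challenged DMSO wells and 100% = DMSO wells without ATP; some compounds past the cut are filed as inactive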
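Assay system: parental CHO cells; Read-out basis: percent inhibition of ATP-evoked calcium rise, normalized to controls; Benchmarks: ATP and no-ATP DMSO wells; Compound dosing: single nominal dose of 5.6 µM per compound; Signal: Fluo-8 calcium dye fluorescence; Also added: ATP as calcium-mobilizing challenge; Repeats: singlicate.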
CHRM4 antagonist: antagonists of human muscarinic M4 receptor (CHRM4); AID 624125; inhibition, % at 3 µM; actives 0.73% (n = 360,000); P08173; CHO-hM4 cells, ACh EC80, Fluo-8 calcium fluorescence;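 active = inhibition above its plate's cutoff, the mean inhibition of sample wells plus 3 SD, cut at about 27% in these data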;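 also: 0% = acetylcholine EC80 with DMSO and 100% = DMSO without agonist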
CHO-K1 Ca ag: counter-screen for M1 agonists: effect in parental CHO-K1 cells; Fluo-8 calcium fluorescence; scaled to maximal ATP response, vehicle zero; activation, % at 3 µM; actives 0.48% (n = 360,000); in the data active = activation above about 15%;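 also: untransfected CHO-K1 host cells lacking M1 receptor as counterscreen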
CHRM1 PAM: positive allosteric modulators of human M1 muscarinic receptor. activation, % at 3 µM. AID 588819. CHO-K1 hM1, Fluo-8 calcium fluorescence, ACh EC20; 0% = ACh EC20, 100% = maximal ACh. actives 0.088% (n = 360,000). P11229; in the data active = activation above about 19%, passing the limit was not always enough
OXTR potentiate: human OXTR potentiation; activation, % at 3 µM; actives 0.061% (n = 320,000); CHO-OTR cells, Fluo-8 calcium fluorescence, potentiator mode; 0% = oxytocin EC15, 100% = EC100;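 active = activation above that plate's cutoff, the mean activation of tested compounds plus 3 SD, cut at about 6.6% in these data, passing the limit was not always enough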;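 also: 100% uses oxytocin at 75 nM as the full agonist control; some results filed as inactive read as strong as hits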
Target sequence (P30559 whole entry, looked up): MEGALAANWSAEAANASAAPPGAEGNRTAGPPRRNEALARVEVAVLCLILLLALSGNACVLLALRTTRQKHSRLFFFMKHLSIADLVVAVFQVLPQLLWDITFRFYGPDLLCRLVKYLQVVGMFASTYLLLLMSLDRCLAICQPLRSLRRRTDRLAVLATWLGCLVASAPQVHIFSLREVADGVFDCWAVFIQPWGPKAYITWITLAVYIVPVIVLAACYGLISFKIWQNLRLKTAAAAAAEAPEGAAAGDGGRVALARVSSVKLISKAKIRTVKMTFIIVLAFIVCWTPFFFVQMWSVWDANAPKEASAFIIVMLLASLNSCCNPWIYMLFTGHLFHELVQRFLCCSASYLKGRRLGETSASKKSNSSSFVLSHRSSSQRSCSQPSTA
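Assay system: CHO cell line stably expressing human OTR. Reagent: EC15 oxytocin agonist. Dosing: single dose, 3.0 µM nominal final compound concentration. Timing: compound 6 min at room temperature before oxytocin, 100 s read. Signal: kinetic Fluo-8 calcium fluorescence. Controls: oxytocin EC15 low and EC100 high.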
M1 antag: blocks human M1 muscarinic receptor; AID 588852; CHO-K1 hM1, Fluo-8 calcium fluorescence, ACh EC80 antagonist; P11229; inhibition, % at 3 µM; actives 1.3% (n = 360,000);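 active = percent inhibition above its own plate's cutoff, namely the mean of that plate's compound wells plus 3 SD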;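 also: peak over basal fluorescence ratio during 140 s after agonist addition; 0% = ACh EC80 plus DMSO and 100% = DMSO alone without agonist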
CHRM4 agonist: CHRM4 agonism in calcium assay; P08173; CHO-K1 hM4/Gqi5, Fluo-8 calcium fluorescence; vehicle 0%, full acetylcholine response 100%; activation, % at 3 µM; actives 0.14% (n = 360,000); AID 624127;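 active = activation above the run mean over all test wells plus 3 SD, cut at about 32% in these data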;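 also: peak over basal fluorescence ratio per well then scaled between controls; 0% = DMSO wells and 100% = acetylcholine at EC100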
Active calls of the source: *; nt = no result given.

SMILES,CHRM1 agonist,CHO-K1 Ca antag,CHO parental Ca,CHRM4 antagonist,CHO-K1 Ca ag,CHRM1 PAM,OXTR potentiate,M1 antag,CHRM4 agonist
Cc1noc(C)c1NC(=O)N(C)C[C@@H]1Oc2ncc(Br)cc2C(=O)N([C@@H](C)CO)C[C@H]1C,7,-4,nt,-17,0.2,16,nt,-13,0
O=C(COC(=O)CCC(=O)c1ccccc1)NCCc1ccccc1,-1,-8,-13,-13,0.3,7,-6,-11,2
C=CCCC(=O)N1CCCC(C(=O)c2cccc(OC)c2)C1 (stereo not given),-5,-6,-4,7,0.3,-3,-5,1,-2
Cc1ccc(CN2CCNC(=O)C2CC(=O)NCCCn2nnc3ccccc32)cc1 (stereo not given),-5,-9,nt,-7,-0.2,3,nt,-4,0
COc1ccc(CN(C)S(=O)(=O)c2nnc(NC(=O)c3cccc(F)c3)s2)cc1OC,6,-9,-1,7,0.7,11,-11,-4,3
COc1cc(C2CC(=O)Nc3cc(C)c(C)cc32)cc(OC)c1OC (stereo not given),6,-2,-13,8,1.7,3,-8,-3,0
O=C(NC(=S)NC1CCCc2ccccc21)c1ccco1 (stereo not given),-12,5,-15,1,4.9,-5,-9,-3,7
Cc1ccc(/C=C/C(=O)NCc2cccs2)c(C)c1,-4,3,4,5,4.6,-9,-6,21,16
O=C(O)C(=Cc1ccnc2ccccc12)C(=O)O,-1,0,nt,-10,0.1,4,nt,-9,1
COc1ccc2cc(C(=O)C3CCCN(C(=O)C4=NN(C)C(=O)CC4)C3)ccc2c1 (stereo not given),0,-4,-27,7,5.4,-3,-18,13,17
CCOc1c2ccc(C(=O)NC3CCCc4ccccc43)cc2nn1C (stereo not given),-8,-14,-8,-9,0.6,3,-12,2,1
CC1(c2ccc(Cl)cc2)NC(=O)N(CC(=O)c2ccc3c(c2)OCO3)C1=O (stereo not given),21*,-4,5,10,16*,-2,-12,2,15
CCCCN(CC(=O)Nc1cccc(S(=O)(=O)N2CCCC2)c1)Cc1nc2ccccc2c(=O)[nH]1,-7,4,nt,16,7.8,-10,nt,16,7
C=C[C@@H]1c2cccc(C)c2N(S(=O)(=O)c2ccc(C)cc2)[C@H](c2ccc(OC(C)=O)cc2)C1(C#N)C#N,-3,-1,-14,8,-0.3,-5,-3,7,2
O=C(CCCN1C(=O)c2ccccc2C1=O)Nc1nc2ccccc2[nH]1,-2,3,-15,2,0.9,4,-15,3,3
CCc1cccc(N(C(=O)c2csnn2)C(C(=O)NC2CCCCC2)c2ccncc2)c1 (stereo not given),-6,-6,-18,-13,-0.4,5,-5,-5,2
O=C(COC(=O)CNS(=O)(=O)c1ccccc1)Nc1ncc(Cl)cc1Cl,-4,-18,-15,-10,0.8,4,0,-2,2
CC1CCCCN1C(=O)CSc1nc(N)cc(=O)[nH]1 (stereo not given),-2,-2,-8,10,0.1,6,-5,-33,1
Cc1nnc(-c2ccccc2)nc1N(C)C,-14,-9,-3,-7,0.5,6,-6,0,2
CCCC/C(O)=C1\C(=O)CCCC1=NCCc1c(C)[nH]c2ccccc12,-2,-13,-19,-18,1.9,12,0,-11,2
CC1CC(C)CN(C(=O)Cn2c(=O)oc3cc(S(=O)(=O)N4CCCC4)ccc32)C1 (stereo not given),-6,14,-3,1,0.2,-11,-1,28,1
C[C@H](CO)N1C[C@H](C)[C@@H](CN(C)C(=O)Nc2ccccc2)Oc2ncc(-c3ccc(C#N)cc3)cc2C1=O,-7,-1,nt,-6,1.3,0,nt,-6,0
Cc1ccccc1N(C(=O)Cc1ccsc1)C(C(=O)NC1CCCCC1)c1ccc(F)cc1 (stereo not given),-2,-12,-13,7,0.6,1,1,-22,0
Cc1[nH][nH]c(=O)c1C(c1ccc(-c2ccccc2C(=O)O)o1)c1c(C)[nH][nH]c1=O,-10,-6,-5,-5,1.0,11,-3,-5,1
COc1ccc(Nc2ccc(S(=O)(=O)N3CCCCCC3)cc2[N+](=O)[O-])cc1,-8,8,-17,19,1.7,-8,-5,5,-2
CCCc1nnc(NC(=O)c2ccc([N+](=O)[O-])cc2)s1,-2,-3,-9,-4,0.4,2,-3,-5,1
O=C(NCc1nc(-c2ccc(Cl)cc2)no1)c1ccco1,-3,-21,2,-5,2.8,8,-6,-6,3
CCc1ccc(N2CC(C(=O)OCC(=O)Nc3ccc(C(C)=O)cc3)CC2=O)cc1 (stereo not given),-2,4,-5,-7,4.0,5,-10,-9,4
O=C(c1ccco1)N1CCN(Cc2cc(=O)c(OCc3c(F)cccc3Cl)co2)CC1,-4,-6,-8,-1,0.5,13,-7,-14,1
Cc1ccc2c(c1)N(C(=O)CCC(=O)N1CCCCC1)CCO2,-4,1,-6,-23,-0.8,3,1,0,2
Clc1ccc(Oc2ccccc2)c2ncccc12,-4,-1,-19,-9,-0.6,20,-3,-19,-2
CC(NC(=O)/C(=C/c1ccc(OC(F)F)cc1)c1ccccc1)c1ccccc1 (stereo not given),-4,2,-17,-7,0.6,-1,-9,-3,0
O=C(O)c1cccnc1C(=O)N1CCc2c([nH]c3ccccc23)C1C(F)(F)F (stereo not given),-4,-10,-17,-7,0.6,5,2,-7,0
OC[C@@H]1CN(Cc2ccco2)C[C@H](n2cnc3c(NCc4ccc(F)cc4)ncnc32)O1,-3,0,nt,-7,0.1,3,nt,-4,2
O=C(Nc1cccc(-c2cccc(F)c2)c1)C1CCN(C2CCC2)CC1,-1,-18,-19,-3,7.5,-1,-12,-1,10
CCOc1ccccc1NC(=O)Nc1ccc2c(c1)OCO2,-5,-4,0,2,1.2,2,-11,-7,2
CCOC(=O)c1ccc(NC(=O)CNNC(=O)COc2ccccc2C)cc1,-6,-10,-16,-2,2.1,0,-7,4,3
CCC(=O)Nc1nnc(/C=C/c2ccccc2)s1,-3,-12,-16,1,2.0,4,-11,-5,1
CCn1c(SC(C)C(=O)Nc2nnc(C)s2)nnc1-c1ccco1 (stereo not given),-6,5,-2,-13,-0.3,0,-3,10,0
Cc1oc2cc(O)ccc2c(=O)c1Oc1ccc(F)cc1,-4,-8,-3,8,1.7,13,-8,-11,1
COC(=O)[C@]12CCCCC=C1N(Cc1ccco1)C(=O)[C@H](CC(=O)NCc1cccc(C(F)(F)F)c1)C2,nt,-14,nt,-5,3.1,nt,nt,nt,3
COC(=O)c1cc(C(=O)N2CCOCC2)cc([N+](=O)[O-])c1,-1,-21,11,-3,0.3,2,-12,2,1
CN(C(=O)c1ccc(S(=O)(=O)c2cccc(Cl)c2)c([N+](=O)[O-])c1)C1CCCCC1,-5,16,23,12,7.5,-8,-17,7,8
Cc1ccc(NC(=O)C(=O)c2c(-c3ccccc3)cc3ccccn23)cc1S(=O)(=O)N1CCOCC1,-3,9,-16,24,2.5,-8,-5,22,10
COC(=O)Nc1cc([N+](=O)[O-])ccc1OC,-6,-10,-1,1,1.0,11,-2,-3,1
CCCS(=O)(=O)NC(=O)C1(C)CCCN(C(=O)c2cccnc2Oc2ccccc2)C1 (stereo not given),2,15,nt,-2,-0.5,13,nt,-10,1
O=C(COc1ccc(Cl)cc1)Nc1ncc([N+](=O)[O-])s1,4,15,nt,2,15,-1,nt,12,13
O=C(c1cc(C2CC2)nn1-c1ccccc1)N1CCN(c2ccc(O)cc2)CC1,-4,-2,nt,-11,-0.1,6,nt,-1,0
COc1cc(O)cc(/C=C/c2ccccc2)c1,-2,6,nt,-6,-0.2,10,nt,-20,0
Cc1cccc(C)c1NC(=O)CNc1ncnc2sc(C)c(C)c12,-5,-7,-10,0,3.9,8,-11,-1,4
Cc1csc(NC(=O)CSc2nnc(-c3ccncc3)o2)n1,0,0,-15,6,0.5,-2,-7,-31,0
CCOC(=O)c1sc(NN=C(C(=O)OC)C(=O)OC)c(C(=O)OCC)c1C,-3,9,-5,3,-0.4,2,0,-8,0
Cc1cc(C(=O)CN2C(=O)NC3(CCCc4ccccc43)C2=O)c(C)n1Cc1cccs1 (stereo not given),0,-10,-21,5,0.1,3,-10,-17,1
O=[N+]([O-])c1c(Nc2ccc(O)cc2)cc(N2CCOCC2)c2nonc12,-6,1,2,-11,-0.1,6,-6,-5,1
COc1cc(Cl)ccc1NC(=O)COc1ccccc1C(=O)NN,-1,-4,-21,-1,0.7,4,-7,-4,2
CC1(C(=O)O)CCC(C(=O)N2CCCCC2)C1(C)C (stereo not given),-2,-10,-8,-2,0.4,4,-2,-5,1
CC(O)(c1ccccc1)c1nc(-c2ccc(F)c(Cl)c2)cs1 (stereo not given),1,-10,nt,-11,2.9,16,nt,-25,3
Oc1ccc(C2C[C@H]3CC[C@@H]2C3)cc1O (stereo not given in full),-1,-18,-7,-7,5.6,6,-3,-9,5
CCOC(=O)CN1C(=O)C(Sc2n[nH]c(-c3ccc(O)cc3)n2)CCc2ccccc21 (stereo not given),0,-3,-13,-6,0.6,8,-5,-21,3
O=C(Nc1ccnc(=O)[nH]1)c1sc2ccccc2c1Cl,-3,-5,-6,-13,0.1,-1,5,4,1

Additional structures:
SMILES,CHRM1 agonist,CHO-K1 Ca antag,CHO parental Ca,CHRM4 antagonist,CHO-K1 Ca ag,CHRM1 PAM,OXTR potentiate,M1 antag,CHRM4 agonist
CC(=O)c1ccc(Sc2ccccc2)c([N+](=O)[O-])c1,-7,-12,-15,-2,0.5,0,1,-5,-1
CN(CC(O)COCc1cccs1)C1CCCCC1 (stereo not given),-6,15,-22,1,-0.3,-7,-22,16,1
CCCCc1nc2cc(C(=O)NC(C)c3cnn(C)c3)ccc2o1 (stereo not given),-2,-7,3,8,0.0,-1,-6,11,2
CC(=O)Nc1ccc(S(=O)(=O)NCC(=O)OCC(=O)NC(=O)c2cccn2C)cc1,-4,-9,-3,-4,0.4,1,0,2,0
CCCS(=O)(=O)N1CCCC(C(=O)NCc2ccc(C)cc2)C1 (stereo not given),-3,-8,-6,-12,-0.1,3,6,-7,1
OC(CN1CCN(Cc2ccccc2)CC1)Cn1c2ccccc2c2ccccc21 (stereo not given),-7,-3,3,10,0.5,-4,-9,0,7
